Vif-APOBEC3F blk: Vif-A3F binding inhibition; Potency, µM (doses to about 46.1 µM), without a hit: at the top dose activity, negative = active; 390,000 compounds, 0.2% hits; HeLa A3F-eYFP + Vif (tagged APOBEC3F with the HIV-1 protein that degrades it), YFP fluorescence increase; also: potency is read from the fitted curve at half-maximal effect; % of control where 0% means no effect; nearly all actives have a fitted effect of over 65% in size
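HeLa cells stably expressing Vif plus C-terminally eYFP-tagged A3F were seeded, incubated overnight at 37 deg C, dosed with compound, incubated overnight again at 37 deg C. Yellow fluorescence (Ex 488/Em 500-530) reported blocked Vif-mediated A3F-eYFP degradation.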
ALOX12 inh: ALOX12 (human) lipoxygenase inhibition. P18054. purified 12hLO, xylenol orange hydroperoxide absorbance. Potency, µM (top dose mostly 108 µM), for inactives: at the top dose activity change, negative = inhibition, usual class: inhibitors. 580,000 compounds, 1.1% hits; also: potency is read from the fitted curve at half-maximal effect; % is scaled to controls: 0 for no effect and ±100 for the full control effect
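Hydroperoxide product was detected by ferrous iron/xylenol orange as the 573 to 405 nm absorbance ratio. Arachidonic acid at 40 uM (final) was turned over for 30 min at room temperature by 150 nM human 12hLO, pH 7.0 Hepes buffer, after 15 min compound preincubation.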
LDHA inh: LDHA (human) enzyme inhibition; activity change, % (values are at about 110 or 230 µM); 480,000 compounds, 0.15% hits; purified LDHA, NADH/diaphorase-resazurin fluorescence; stronger effect = lower value; P00338; in the data active = activity change below about -30%; inconclusive = mostly about -25% to -30%;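 also: plate controls were DMSO wells for no effect and wells without enzyme for full effect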
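Resorufin fluorescence (ex540/em590), read at 0 and 20 min after diaphorase/resazurin addition, reports the NADH left after a 5 min room-temperature reaction of 2 nM human LDH5 with 0.06 mM NADH and 0.2 mM pyruvate.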
D2 agonist: activates the human D2 dopamine receptor; P14416; 340,000 compounds, 0.53% hits; HEK293 T-REx D2 cells, calcium flux agonist mode; activation, % at 2 µM;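 active = activation over 3 SD above normal in the single-dose calcium agonist read, cut at about 30% in these data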; also: 0% is about no effect
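Tetracycline-induced HEK293 T-REx cells with force-coupled D2 receptor, plated overnight at 30 C, loaded with no-wash calcium dye. After a 10 s baseline, compound was pin-added and calcium flux read kinetically for 180 s; calcium rises flagged agonists.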
D2 antagonist: D2 dopamine receptor (human) antagonism; P14416; inhibition, % at 10 µM; HEK293 TREx D2 cells, calcium flux, dopamine EC80; 340,000 compounds, 2% hits; in the data active = inhibition above about 30%; also: 0% is about no effect
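Calcium mobilization kinetics were recorded at 1 s intervals in tetracycline-induced HEK293 T-REx D2 cells, first for 180 s after compound addition and then 180 s after EC80 dopamine.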
RGS4 inh: blocks human RGS4-accelerated GTP hydrolysis. P49798. Transcreener GDP fluorescence polarization, RGS4-accelerated GTP hydrolysis. Potency, µM (series often up to 114 µM), for inactives: at the highest dose activity change, negative = inhibition, hits mostly inhibitors. 390,000 compounds, 0.039% hits. AID 504845; also: potency is read from the fitted curve at half-maximal effect; % is scaled to controls: 0 for no effect and ±100 for the full control effect; nearly all actives have a fitted effect of over 75% in size; some results filed as inactive show a strong effect at the top dose
Target sequence (P49798 whole entry, looked up): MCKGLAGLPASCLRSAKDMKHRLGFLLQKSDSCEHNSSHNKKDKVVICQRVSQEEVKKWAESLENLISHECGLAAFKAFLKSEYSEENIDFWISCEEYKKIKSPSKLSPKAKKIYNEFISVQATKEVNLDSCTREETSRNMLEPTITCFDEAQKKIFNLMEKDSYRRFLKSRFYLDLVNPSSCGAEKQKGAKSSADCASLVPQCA
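MLSMR compounds (23 nl, pin-transferred) preincubated 10 min at room temperature with a 500nM (2x) first reagent, then RGS4 at 900nM (2x) plus Transcreener GDP mix added; fluorescence polarization (620/688 nm) read before and after 90 min at 30 °C.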
ERG Ets-DNA blk: blocks human ERG Ets domain binding to DNA | fluorescence polarization, His-ERG Ets domain / labelled DNA | Potency, µM (doses to about 76.9 µM), inactives show at the highest dose FP activity, negative = inhibition, hits mostly inhibitors | AID 624246 | P11308 | 370,000 compounds, 0.028% hits; active = well fitted inhibition curve with a large enough effect in the polarisation, with a control signal flat; inconclusive = small, poorly fitted or top-dose-only effect, or effect the other way, or a change in a side signal; inactive = no such curve, though single readings can be large or run the other way; the % refers to the polarisation;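 also: polarization taken with two DNA probes labelled with fluorescein and Texas red; potency is read from the fitted curve at half-maximal effect; % of control where 0% means no effect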
Target sequence (P11308 whole entry, looked up, the tested form may be a part): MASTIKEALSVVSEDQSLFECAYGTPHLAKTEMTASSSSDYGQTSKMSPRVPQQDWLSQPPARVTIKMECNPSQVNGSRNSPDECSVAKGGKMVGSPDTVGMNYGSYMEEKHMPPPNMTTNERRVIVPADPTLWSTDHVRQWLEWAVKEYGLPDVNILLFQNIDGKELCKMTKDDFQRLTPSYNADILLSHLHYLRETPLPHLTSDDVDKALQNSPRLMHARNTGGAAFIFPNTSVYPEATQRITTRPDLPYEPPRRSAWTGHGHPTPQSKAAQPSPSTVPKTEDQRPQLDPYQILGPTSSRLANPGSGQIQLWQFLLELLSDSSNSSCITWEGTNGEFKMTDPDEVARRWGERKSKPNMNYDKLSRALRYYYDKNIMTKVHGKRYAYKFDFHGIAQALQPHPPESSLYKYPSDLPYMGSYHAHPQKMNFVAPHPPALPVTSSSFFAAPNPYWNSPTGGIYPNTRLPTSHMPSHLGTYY
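His-tagged ERG Ets domain (1 uM in the protein solution; 300mM KCl, 50mM Tris-HCl, 1mM EDTA, 1mM DTT, pH 7.5) received compound, then a probe mix of 5 nM fluorescein-DNA and 100nM Texas-615-DNA. Fluorescence polarization was read for both dyes.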
GRP78 ERSR act: induces the endoplasmic reticulum stress response in human glioma cells | U87-MG GRP78 promoter luciferase reporter, 16 h | Potency, µM, inactives show top-dose activation, most hits filed as activators | 420,000 compounds, 0.02% hits | AID 602332; also: potency is read from the fitted curve at half-maximal effect; series mostly up to about 76 µM; % of control where 0% means no effect; nearly all actives have a fitted effect of over 35% in size
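Stably transfected U87-MG human glioma cells carrying a GRP78-based luminescent sensor were seeded at 1000 cells/well, pin-dosed with compounds and incubated 16 h. Luciferase reagent was then added, and end-point luminescence was read after 10 min at room temperature.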
Vif-APOBEC3G blk: Vif-A3G binding inhibition; Q9HC16; HeLa A3G-eYFP + Vif (tagged APOBEC3G with the HIV-1 protein that degrades it), YFP fluorescence, overnight; Potency, µM (highest dose often 46.1 µM), inactives show at the highest dose activity, negative = active, most hits filed as inhibitors; 410,000 compounds, 0.076% hits;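 also: potency is read from the fitted curve at half-maximal effect; % is scaled to controls: 0 for no effect and ±100 for the full control effect; nearly all actives have a fitted effect of over 60% in size; hits raise eYFP signal because A3G escapes Vif-driven loss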
Target sequence (Q9HC16 whole entry, looked up): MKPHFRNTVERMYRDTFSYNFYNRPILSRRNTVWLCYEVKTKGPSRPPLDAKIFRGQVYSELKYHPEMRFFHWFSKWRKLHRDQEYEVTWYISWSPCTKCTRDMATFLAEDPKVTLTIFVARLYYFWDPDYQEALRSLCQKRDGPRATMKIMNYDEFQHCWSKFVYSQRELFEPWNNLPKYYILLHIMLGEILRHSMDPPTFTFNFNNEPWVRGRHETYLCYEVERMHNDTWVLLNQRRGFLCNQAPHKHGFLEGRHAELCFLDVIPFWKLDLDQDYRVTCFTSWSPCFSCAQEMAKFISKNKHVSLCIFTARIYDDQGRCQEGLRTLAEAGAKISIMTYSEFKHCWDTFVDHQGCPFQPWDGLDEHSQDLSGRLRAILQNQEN
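Read-out is eYFP fluorescence (Ex 488/Em 500-530) from Vif-expressing HeLa A3G-eYFP cells; more signal means A3G escaped Vif-mediated degradation. Cells plated overnight, compound pinned in, incubated overnight at 37 deg C.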
Active calls of the source: *; ? = inconclusive; · = not tested or not shown; & = joins results of further samples; [ ] = another dose, or the depositor's remark. Unless noted, calls follow the shape of the dose curve; as a rule, active = well fitted curve in the direction sought with a large enough effect; inconclusive = small, poorly fitted or top-dose-only effect, or another doubt; inactive = no such curve, though single readings can be large; an effect the other way counts as inactive or inconclusive. An excerpt; rates above refer to the full screens.

SMILES | Vif-APOBEC3F blk | ALOX12 inh | LDHA inh | D2 agonist | D2 antagonist | RGS4 inh | ERG Ets-DNA blk | GRP78 ERSR act | Vif-APOBEC3G blk
CCCS(=O)(=O)N1CCCC(C(=O)NCc2cccnc2)C1 (stereo not given) | 9% | 399%[activator] | -1 | 0.3 | 9 | 4% | -3% | -2% | -4%
Cc1cc(C(C)(C)C)ccc1OCCN(C)C | -4% | ? | -31* | -0.1 | -10 | 11% | -10% | 2% | -1%
Cc1ccc(C)c(-c2cc(C(=O)NN3CCOCC3)c3ccccc3n2)c1 | -25% | -7% | -1 | 0.0 | -11 | -26% | 4% | -7% | -5%
COc1ccc(S(=O)(=O)Nc2cc3c4c(oc3c3ccccc23)CC(C)(C)CC4=O)cc1 | 5% | -23% | 19 | 0.1 | -20 | -11% | 8% | 3% | -14%
O=C(/C=C/c1ccco1)NC(=S)Nc1cc(C(F)(F)F)ccc1N1CCOCC1 | -10% | ? | 4 | 0.7 | -2 | 28% | 1% | -1% | -13%
O=C(CSc1ncn[nH]1)NCc1ccc2c(c1)OCO2 | 8% | -9% | -4 | 0.3 | 5 | -15% | -3% | -2% | -1%
O=C(c1cc(-c2ccc(Cl)s2)nc2ccccc12)N1CCCC1 | -2% | ? | 1 | · | · | -29% | -11% | -6% | 0%
O=S(=O)(c1ccccc1)N(Cc1ccc(Cl)cc1)c1ccncc1 | 5% | -6% | -15 | 0.4 | 4 | -3% | -7% | -5% | 1%
OCCNc1nc(Nc2ccc(O)cc2)nc2ccccc12 | 1% | -24% | -4 | 0.1 | 3 | -16% | 8% | -3% | 0%
COc1ccc([N+](=O)[O-])cc1NCc1ccccc1C | -8% | ? | 4 | · | · | -6% | · | -2% | ?
CC(=O)Oc1ccccc1Cn1c(C)c(C(=O)NCc2cccc([N+](=O)[O-])c2)sc1=O | · | -7% | -10 | · | · | · | · | 0% | 0%
O=C(O)CCC(=O)Nc1ccccc1N1CCOCC1 | 7% | 370%[activator] | -1 | -0.2 | -7 | 17% | 1% | -5% | 0%
COc1cnc(-c2ccccc2)nc1OC | ? | -4% | -3 | 0.0 | -3 | -26% | 9% | 1% | 3%
O=C1NC2=C(C(=O)CCC2)C(c2ccccc2[N+](=O)[O-])N1 (stereo not given) | 20% | 8% | 13 | -0.2 | 28 | -20% | -18% | 0% | -1%
O=C(c1cccc(S(=O)(=O)N2CCCCC2)c1)N1CCOCC1 | -3% | -19% | 0 | 0.1 | 10 | -21% | -4% | -2% | -8%
COCCNC(=O)C1(C)CCCN(C(=O)COc2ccccc2)C1 (stereo not given) | · | -10% | 1 | · | · | · | · | -2% | -1%
Cc1ccc(Cn2c(C(CO)Nc3nc(-c4ccc(Cl)c([N+](=O)[O-])c4)cs3)nc3ccccc32)cc1 (stereo not given) | 6% | -3% | -1 | · | · | -18% | 4% | -4% | -9%
CCC(CC)NC(=O)c1oc2ccccc2c1COc1ccccc1 | -5% | -17% | 1 | 1.4 | 7 | 7% | -4% | -5% | -6%
Cc1cc(C(=O)CN2C(=O)NC3(CCCCC3)C2=O)c(C)n1-c1ccc2c(c1)OCO2 | -3% | -13% | -3 | 0.3 | -13 | -52% | 1% | -3% | 0%
CC(Sc1nc2ccccc2[nH]1)C(=O)Nc1ccccc1F (stereo not given) | 15% | 40% | -2 | -0.7 | -4 | -8% | 1% | -4% | -5%
COc1ccc(Cl)cc1NC(=O)CN1CCC(n2nnc3cc(C)ccc32)CC1 | 5% | 45%[activator] | 2 | · | · | -14% | -2% | -7% | 0%
CCc1n[nH]c(=S)n1/N=C/c1ccccn1 | 11% | ? | -2 | -0.2 | 7 | 3% | 3% | -1% | 0%
CCOc1ccc(Cl)cc1-c1cc(C(=O)Nc2ccc(C(C)C)cc2)[nH]n1 | · | 1% | -3 | · | · | · | · | -2% | -12%
COc1cccc(C2=CC(=O)C[C@H](c3ccc4c(c3)OCO4)C2)c1 | 1% | · | -4 | 0.8 | 1 | 7% | 5% | -2% | 0%
COc1ccc(/C=C(\C#N)C(=O)NCCc2ccccc2)cc1OCc1ccccc1 | -9% | 7% | -2 | · | · | -12% | 6% | -4% | -10%

Looked up above:
`CCOc1ccc(Cl)cc1-c1cc(C(=O)Nc2ccc(C(C)C)cc2)[nH]n1` – Vif-APOBEC3G blk = -12%
`COc1ccc([N+](=O)[O-])cc1NCc1ccccc1C` – LDHA inh = 4

(more compounds)
SMILES | Vif-APOBEC3F blk | ALOX12 inh | LDHA inh | D2 agonist | D2 antagonist | RGS4 inh | ERG Ets-DNA blk | GRP78 ERSR act | Vif-APOBEC3G blk
Cc1nnc2ccc(-c3cccc(NS(C)(=O)=O)c3)nn12 | 3% | -4% | -8 | 0.3 | 6 | -4% | 1% | 2% | -1%
COc1cc2c(cc1OC)CN(C(=O)CSc1nnc(C)s1)CC2 | -14% | -43% | 1 | 0.3 | -1 | 14% | 6% | -3% | 2%
CCN(CC)C1CCN(C(=O)c2ccc3nc(Cc4ccc(OC)cc4)oc3c2)C1 (stereo not given) | -1% | -28% | -5 | 0.2 | -7 | -11% | 1% | -2% | -4%
C/C(O)=C(/C=Nc1ccccc1)C(=O)Nc1ccccc1 | ? | -1% | -12 | 1.2 | 33* | 2% | -6% | 0% | -7%
CCC1(C)SC(N)=NN1C(C)=O (stereo not given) | 10% | 0% | -4 | 1.2 | 4 | 22% | 8% | 0% | 1%
CCc1nc(C)ccc1OCC(=O)O | -1% | ? | -7 | 3.1 | -4 | 16% | -6% | -3% | 1%
O=C(COC(=O)c1ccc(S(=O)(=O)N2CCOCC2)cc1)Nc1nc(-c2ccccc2)cs1 | 0% | 1% | -6 | -2.0 | -18 | 28% | 2% | 5% | 1%
CC12CCC(=O)N1C(C(=O)N1CCN(c3ccc([N+](=O)[O-])cc3)CC1)CS2 (stereo not given) | 12% | -15% | 5 | · | · | -39% | 8% | -3% | 1%
CCOc1ccc(NC(=O)c2cccc(OC(=S)N3CCOCC3)c2)cc1 | -8% | 0% | 0 | 0.2 | -10 | -17% | -9% | 5% | 1%
COc1ccc(NC(=S)N2CCN(C)CC2)cc1 | 2% | 153%[activator] | -10 | · | · | -3% | -6% | 1% | -1%
CCn1cc(S(=O)(=O)Nc2nc3ccc(OC)cc3s2)cn1 | 0% | -20% | -13 | -0.2 | 3 | -2% | 2% | 3% | 0%
Cc1ccc(NC(=O)c2cccc(S(=O)(=O)N3CCCc4ccccc43)c2)nc1 | 13% | -1% | -8 | -0.1 | 7 | 6% | 8% | -2% | 5%
C=CCn1cc(-c2cccc(Cl)c2)cc(C#N)c1=O | -4% | 190%[activator] | 0 | -0.4 | 4 | -6% | 5% | -4% | 8%
CCCCc1c(C)nc2ccccc2c1SCCC(=O)O | 3% | ? | 9&-11 | 3.1 | 10 | 21%[56.9 µM] | -2% | 0% | -8%
C(=N\n1cnnc1)/c1cccc(Oc2ccccc2)c1 | 0% | 0% | -11 | -0.5 | -7 | 4% | -4% | -2% | -3%
CC(C)c1ccc(NC(=O)C2CC(=O)N(C3CCCC3)C2)cc1 (stereo not given) | -4% | 10% | -3 | 0.4 | 1 | -6% | 18% | -2% | -3%
COc1cc(/C=C/C(=O)OCC(=O)N(C)Cc2ccccc2)ccc1O | -6% | 333%[activator] | -4 | -0.3 | -8 | 13% | 6% | -1% | 1%
COc1ccc(-c2sc(NC(=O)c3ccc(C)cc3)nc2-c2ccc([N+](=O)[O-])cc2)cc1 | -1% | ? | -5 | · | · | -5% | -8% | -6% | 0%

Some of the entries so far, in markdown:
| Compound | Vif-APOBEC3F blk | ALOX12 inh | LDHA inh | D2 agonist | D2 antagonist | RGS4 inh | ERG Ets-DNA blk | GRP78 ERSR act | Vif-APOBEC3G blk |
| --- | --- | --- | --- | --- | --- | --- | --- | --- | --- |
| COc1cccc(C2=CC(=O)C[C@H](c3ccc4c(c3)OCO4)C2)c1 | 1% | · | -4 | 0.8 | 1 | 7% | 5% | -2% | 0% |
| CC(=O)Oc1ccccc1Cn1c(C)c(C(=O)NCc2cccc([N+](=O)[O-])c2)sc1=O | · | -7% | -10 | · | · | · | · | 0% | 0% |

Seven entries from above, arranged by their value in LDHA inh, lowest first:
compound	LDHA inh
C/C(O)=C(/C=Nc1ccccc1)C(=O)Nc1ccccc1	-12
C(=N\n1cnnc1)/c1cccc(Oc2ccccc2)c1	-11
OCCNc1nc(Nc2ccc(O)cc2)nc2ccccc12	-4
CC(C)c1ccc(NC(=O)C2CC(=O)N(C3CCCC3)C2)cc1 (stereo not given)	-3
Cc1ccc(C)c(-c2cc(C(=O)NN3CCOCC3)c3ccccc3n2)c1	-1
COc1ccc([N+](=O)[O-])cc1NCc1ccccc1C	4
CC12CCC(=O)N1C(C(=O)N1CCN(c3ccc([N+](=O)[O-])cc3)CC1)CS2 (stereo not given)	5

Screening results: PubChem BioAssay, National Center for Advancing Translational Sciences (NCATS)
